# ERa coact pot: enhances coactivator binding to human estrogen receptor alpha | TR-FRET ERalpha-LBD/SRC-Cy5 coactivator binding, 2 h; 100 = basal binding, no effect | coactivator binding (% of control), % at 25.6 µM | actives 1.3% (n = 86,000) | AID 639; in the data active = activity above about 200%;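 also: binding measured in presence of low estradiol as agonist stimulus; 0% = peptide alone without receptor and 100% = receptor with peptide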
# H69AR inhibit: growth inhibitors of human H69AR lung tumor cells. H69AR lung tumor viability, ATP luminescence, 72 h; stronger effect = lower value. viability, % at 10 µM. actives 6% (n = 85,000). AID 598;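 active = viability at or below 40%; inactive = viability above 40%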;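 also: multidrug resistant small cell line overexpressing MRP-1 efflux transporter; 100% = mean luminescence of untreated control wells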
# sEH act: activators of human soluble epoxide hydrolase; AID 717; P34913; actives 0.04% (n = 91,000); purified human sEH enzymatic activity, activator screen; activation, % at 2 µM; in the data active = activation above about 37%; also: values of inactives mirror those of a sister screen read the other way
# Target sequence (P34913 whole entry, looked up): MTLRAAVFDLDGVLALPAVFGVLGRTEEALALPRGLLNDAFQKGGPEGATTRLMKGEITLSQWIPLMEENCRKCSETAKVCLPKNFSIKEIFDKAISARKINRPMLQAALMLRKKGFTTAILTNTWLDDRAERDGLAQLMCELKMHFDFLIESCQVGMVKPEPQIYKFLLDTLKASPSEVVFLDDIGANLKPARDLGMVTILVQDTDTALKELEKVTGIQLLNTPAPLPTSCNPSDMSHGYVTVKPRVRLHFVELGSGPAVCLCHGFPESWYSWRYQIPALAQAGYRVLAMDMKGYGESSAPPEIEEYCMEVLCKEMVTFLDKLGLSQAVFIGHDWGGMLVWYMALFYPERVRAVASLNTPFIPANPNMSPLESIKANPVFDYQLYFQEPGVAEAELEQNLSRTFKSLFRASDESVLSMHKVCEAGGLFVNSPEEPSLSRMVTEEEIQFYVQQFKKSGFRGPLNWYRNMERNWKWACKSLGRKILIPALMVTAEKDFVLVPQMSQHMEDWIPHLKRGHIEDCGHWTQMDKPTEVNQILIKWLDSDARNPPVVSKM
# Fibroblast inh: blocks proliferation of human lung fibroblasts; viability, % at 10 µM; LL 47 human lung fibroblast viability, ATP luminescence; stronger effect = lower value; AID 719; actives 1.1% (n = 85,000);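 active = viability at or below 50% in the single dose screen; inactive = viability above 50%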;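 also: compound exposure lasted 72 h before the ATP readout; 100% = median luminescence of untreated cell-only wells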
#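 Test system: LL 47 human lung fibroblasts / Quantity: 1,150 cells in each well / Medium: IMEM growth medium with 15% fetal bovine serum / Incubation: 72 h compound exposure at 37 °C after overnight plating / Detection: CellTiter-Glo luminescence measuring cellular ATP / Read-out: % viability versus median cells-only luminescence / Benchmarks: cell-only wells, no compound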
# HUVEC prolif 384: human endothelial cell proliferation inhibition. HUVEC proliferation, CellTiter-Glo luminescence, 72 h; stronger effect = lower value. viability, % at 10 µM (by protocol). actives 1.1% (n = 86,000). AID 648;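 active = viability at or below 30%; inactive = viability above 30%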;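 also: 100% = median luminescence of DMSO-only cell control wells on each plate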
# Calb biofilm kill: kills Candida albicans biofilms. C. albicans biofilm + clotrimazole, Alamar Blue. inhibition, % at 6 µM. AID 834. actives 0.14% (n = 85,000);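 active = inhibition above 20%; inactive = inhibition below 20%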;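 also: preformed 24 hr biofilms exposed to compound for 48 hr; 0% = biofilm without compound and 100% = blank killed by clotrimazole plus chlorhexidine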
# ERb coact inh: blocks coactivator binding to human estrogen receptor beta | inhibition, % at 25.6 µM | actives 1.3% (n = 86,000) | AID 633 | Q92731 | TR-FRET ER-beta LBD / SRC1-Cy5 peptide binding; receptor agonist-loaded with 1 µM estradiol;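 active = compounds whose percent inhibition of the receptor-coactivator binding signal exceeds about 50% in the single-dose screen, limit read from the data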;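 also: 0% = receptor plus peptide wells without compound and 100% = peptide-only wells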
# Target sequence (Q92731 whole entry, looked up, the tested form may be a part): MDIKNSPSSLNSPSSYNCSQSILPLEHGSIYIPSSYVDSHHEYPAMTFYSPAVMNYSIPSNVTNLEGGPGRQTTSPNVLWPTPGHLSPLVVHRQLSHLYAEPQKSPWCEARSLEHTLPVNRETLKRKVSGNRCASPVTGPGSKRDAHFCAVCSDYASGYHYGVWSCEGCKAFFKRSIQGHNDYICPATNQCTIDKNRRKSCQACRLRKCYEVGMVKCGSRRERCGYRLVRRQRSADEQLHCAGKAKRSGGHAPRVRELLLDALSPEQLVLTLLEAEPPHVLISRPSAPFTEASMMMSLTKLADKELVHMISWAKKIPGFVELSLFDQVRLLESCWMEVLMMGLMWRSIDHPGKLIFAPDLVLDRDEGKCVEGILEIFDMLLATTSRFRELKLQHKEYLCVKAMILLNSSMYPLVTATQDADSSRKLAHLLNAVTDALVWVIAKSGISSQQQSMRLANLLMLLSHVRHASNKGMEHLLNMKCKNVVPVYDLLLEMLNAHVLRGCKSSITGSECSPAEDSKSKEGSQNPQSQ
# Smad3 inh: Smad3 (human) transcription factor binding inhibition; AID 630; P84022; TR-FRET Smad3/Dy647-FoxH1 peptide binding, europium anti-His; actives 0.29% (n = 88,000); inhibition, % at 25 µM;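 active = compounds that reduce the energy-transfer binding signal between the protein and its labelled peptide by more than half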;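 also: 0% = Smad3 plus labelled peptide maximal FRET and 100% = peptide-only background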
# ERa SRC1 inh: blocks coactivator binding to human estrogen receptor alpha | TR-FRET ER-alpha LBD / SRC-1 peptide, estradiol-bound | inhibition, % at 25.6 µM | actives 1.7% (n = 86,000); in the data active = inhibition above about 50%;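 also: 0% = receptor plus peptide control and 100% = peptide only without receptor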
# Numbers without * were called inactive; . = not tested or not shown; [ ] = dose if it differs, or a comment. The list is partial (hit frequency here may not be typical).
SMILES,ERa coact pot,H69AR inhibit,sEH act,Fibroblast inh,HUVEC prolif 384,Calb biofilm kill,ERb coact inh,Smad3 inh,ERa SRC1 inh
C=C(C)Cn1c(=O)c2c(nc3n2CCN3c2cccc(Cl)c2C)n(C)c1=O,111,61,.,101,92,9,-1,5,-11[fluorescence artefact?]
OC(COCCC12CC3CC(CC(C3)C1)C2)CN1CCCCC1 (stereo not drawn),133,89,7,72,66,0,1,11,2
Cc1cccc(NCC(O)Cn2cnc3c2c(=O)n(C)c(=O)n3C)c1 (stereo not drawn),135,.,-4,94,96,3,0,5,-7
O=c1cc(-c2ccccc2)nc(N2CCN(Cc3ccc4c(c3)OCO4)CC2)[nH]1,103,80,-4,91,104,4,-5,1,-9
Cc1ccccc1NC(=O)C1CCN(c2cnccn2)CC1,131,90,5,102,92,4,-15[fluorescence artefact?],-13,-10
O=C1C(=O)N(CCO)C(c2ccccc2)/C1=C(\O)c1ccccc1 (stereo not drawn),154[fluorescence artefact?],102,.,106,108,-1,-5,-8,-11
COC(=O)c1ccccc1NC(=O)C1CC(=O)N(C2CCCCC2)C1 (stereo not drawn),131,93,.,103,106,4,-13,2,-9
O=C1CC(c2ccncc2)c2cc3c(cc2N1)OCCO3 (stereo not drawn),105,93,-1,103,84,-3,-6,5,-1
Cc1ccccc1C(=O)Nc1cccc(C#N)c1,105,96,-2,101,99,11,16,-15,19
Cc1cc(NC(=O)CN2CC(C)OC(C)C2)n(-c2nc3ccccc3s2)n1 (stereo not drawn),105,43,15,89,90,1,13,-12,-2
c1ccc2c(c1)ccc1nnc(SCc3ccc4c(c3)OCCO4)n12,97,87,-10,95,92,1,-3,2,-1
CCC(=O)NC(c1cccc([N+](=O)[O-])c1)c1c(OC(C)=O)ccc2ccccc12 (stereo not drawn),95,97,20,104,84,7,-3,3,-6[fluorescence artefact?]
CCOC(=O)CC1(CC(=O)OCC)NC(=O)c2c(C)sc(C(=O)OCC)c2N1,105,72,15,95,90,13,4,9,0
Cn1nc(-c2ccc(OCC(N)=O)cc2)c2ccccc2c1=O,118,104,-5,99,98,4,-3,-5,-8
Cc1c(-c2ccccc2)sc(N)c1C(=O)N1CCOCC1,88,102,-10,103,103,4,7,20,-23
COC(=O)CN(n1cnnc1)S(=O)(=O)c1ccccc1,103,99,7,104,95,5,2,-6,1
C=CCC(NCc1ccccc1)c1ccco1 (stereo not drawn),102,98,0,96,90,3,-4,18[fluorescence artefact?],-5
Cn1c(NC(=O)c2ccc(Cl)s2)cc(=O)n(C)c1=O,112,85,-8,97,96,9,3,3,-11
CCOC(=O)N1CCC(Nc2ncnc3c2cnn3-c2ccc(C)cc2C)CC1,120[fluorescence artefact?],72,1,97,99,5,-10,-5,-2
CC(NC(=O)c1ccc(-c2cc(C(F)(F)F)ccc2Cl)o1)c1ccccc1 (stereo not drawn),109,78,-18,70,73,1,-1,-9,-5
Cc1c(=O)n(OCc2ccccc2)c2ccccc2[n+]1[O-],90,66,-2,95,87,5,0,-12,-1
COc1ccc(-c2nnc(SCC(=O)Nc3ccc(Cl)cc3)n2C)cc1,118[fluorescence artefact?],91,-3,98,95,7,7,3,8
CCCCc1c(C)c(C#N)c2[nH]c3ccccc3n2c1=O,95,18*,15,92,68,-5,-14,-2,-13
Cc1ccc(NS(=O)(=O)c2ccccc2Cl)c2c1CC(C)(C)O2,95,61,14,90,99,5,-1,-22,-11
COC(=O)c1c(NC(=O)c2ccc(S(=O)(=O)N3CCOCC3)cc2)sc2c1CCN(C)C2,115,83,-5,95,89,10,-8,-2,-6[fluorescence artefact?]

# Remaining list, next part:
SMILES,ERa coact pot,H69AR inhibit,sEH act,Fibroblast inh,HUVEC prolif 384,Calb biofilm kill,ERb coact inh,Smad3 inh,ERa SRC1 inh
CCOC(=O)C1=C(C)NC(=O)C(C#N)C1c1ccncc1 (stereo not drawn),115,97,-29,99,110,5,9[fluorescence artefact?],-16,-20[fluorescence artefact?]
O=C(c1cc2sccc2n1Cc1ccc(F)cc1)N1CCN(c2nc3ccccc3s2)CC1,186[fluorescence artefact?],67,6,83,55,8,-6[fluorescence artefact?],5,-23[fluorescence artefact?]
COCCNC(=O)Cn1nc(C(F)(F)F)c(Cl)c1C,117,86,-8,92,91,3,-10,10,-10
CCCS(=O)(=O)N1CCCC(C(=O)NCc2ccc3c(c2)OCO3)C1 (stereo not drawn),94,70,-20,103,107,0,5[fluorescence artefact?],-26,-4[fluorescence artefact?]
CCCCN(C)CCCNC(=O)C1CC(=O)N(Cc2ccc(OC)cc2)C1 (stereo not drawn),118,90,-2,97,95,7,0,3,3
O=C(O)C1C2C=CC(C2)C1C(=O)NCCc1ccccc1 (stereo not drawn),101,90,-7,108,93,13,14,-2,19
O=C(CSc1nnc(-c2cccs2)n1-c1cccc(Cl)c1)c1cccc2c1OCCO2,259*,71,2,96,89,3,9,-13,11
Clc1ccc(-c2csc3ncnc(NCCN4CCOCC4)c23)cc1,99,56,-1,89,88,9,-7,11,-2[fluorescence artefact?]
COc1ccccc1NC(=O)c1cc2ccc(O)cc2o/c1=N\O,88[fluorescence artefact?],36*,-4,96,81,5,14,8,38[fluorescence artefact?]
Cc1ccccc1S(=O)(=O)Cc1ccc(C(=O)NCCCOC(C)C)o1,110[fluorescence artefact?],85,-13,102,95,5,4,1,1
CC(=O)c1c(N2CCOCC2)nc(=S)n(-c2cc(C)ccc2C)c1C,118,96,-4,104,110,-1,-5,-1,-3
C=CCN(CC=C)C(=O)Nc1cc(Cl)ccc1OC,105[fluorescence artefact?],80,7,96,87,4,-11,15,-5
Cc1c(CCO)c(=O)n(-c2ccccc2)n1S(=O)(=O)c1ccc(Cl)cc1,115,86,3,99,92,4,-7,-1,-2
O=C(NC1CCCCC1)C(c1ccco1)N(Cc1cccnc1)C(=O)C1COc2ccccc2O1 (stereo not drawn),82,84,-4,92,111,4,0,-4,-5
COc1cc2c(cc1NC(=O)COC(=O)Cn1cnc3ccccc31)oc1ccccc12,114[fluorescence artefact?],66,.,90,77,1,10,-9,30
COC(=O)C(NC(C)=O)(Nc1ccccc1)C(=O)OC,131,101,.,108,92,5,1[fluorescence artefact?],3,-5[fluorescence artefact?]
Cc1cccc(C)c1OCC(=O)Nc1oc(-c2ccccc2)c(-c2ccccc2)c1C#N,116,27*,0,96,68,7,9,6,-9
COCC(=O)Nc1nc2ccccc2s1,108,94,6,99,109,10,2,2,-10
CCOP(=O)(OCC)C(C#N)=C1SCN(c2ccc(Cl)cc2)CS1,81,89,5,88,69,2,-15,6,6
O=c1c(-c2ccc(F)cc2)coc2c3c(ccc12)OCCO3,82,85,8,99,108,7,6,-22,9
O=c1c2c3c(sc2ncn1/N=C/c1ccccc1)CCCC3,94,86,-2,94,76,2,-5,8,-2
COc1ccc(C)cc1-n1nnnc1SCn1nnc2ccccc2c1=O,124,85,-3,91,99,4,-3,-5,-3
COc1ccc(Nc2nc(N3CCCCC3)nc3ccccc23)c(OC)c1,91,9.0*,14,77,72,3,6,3,18
COc1ccc2cc(CN(CCc3ccccc3)Cc3nnnn3CC3CCCO3)c(=O)[nH]c2c1 (stereo not drawn),126,61,-2,97,96,6,3,-2,-4
Cc1ccccc1SCC(=O)Nc1cccc(C#N)c1,94,101,-7,90,103,-1,21,-3,4

# Going on with the list.
SMILES,ERa coact pot,H69AR inhibit,sEH act,Fibroblast inh,HUVEC prolif 384,Calb biofilm kill,ERb coact inh,Smad3 inh,ERa SRC1 inh
Cc1cccc(C)c1NC(=O)N1C2CCCC1CC(NC(=O)C(C)(C)C)C2 (stereo not drawn),137[fluorescence artefact?],96,.,105,94,4,-1[fluorescence artefact?],22,2[fluorescence artefact?]
CC(C)CCn1c(CN(C)Cc2ccccc2)nc2c1c(=O)n(C)c(=O)n2C,104,57,.,99,87,-8,14,5,-5
Cc1cc(N2CCC(C(=O)NC3CCCCC3)CC2)nc(-c2ccccc2)n1,100,72,.,94,88,4,15,-1,7
NS(=O)(=O)c1ccc(CCNC(=O)C2CCCN2C(=O)OCc2ccccc2)cc1 (stereo not drawn),188[fluorescence artefact?],102,-8,.,103,5,-1[fluorescence artefact?],0,2
CCn1c(N2CCN(CC(=O)c3ccc(OC)cc3)CC2)nc2ccccc21,118,67,7,93,97,1,-1,1,-2
CN(C)c1nc(-c2ccccc2)c2cnn(Cc3ccccc3)c2n1,123[fluorescence artefact?],19*,.,81,73,-4,19[fluorescence artefact?],-7,10
COCCn1c(SCC(=O)N2CCCc3ccccc32)nc2c(c1=O)SC(C)C2 (stereo not drawn),90[fluorescence artefact?],75,-4,101,98,2,20[fluorescence artefact?],-3,5[fluorescence artefact?]
COc1cccc(-c2nnc(SCC(=O)N3CC(C)CC(C)C3)o2)c1 (stereo not drawn),108,94,-1,101,100,0,-7,10,1
CCCOC(=O)c1c(N)sc2c1CCC2,88,83,5,93,76,8,-2,2,-5
Cc1cc(C(=O)OCC(=O)NC(C)(C)C)c2ccccc2n1,104,99,-8,98,96,3,1,4,0
Cc1ccccc1-c1nnc(SCc2ccccc2F)o1,128,105,.,.,106,4,-8,-1,4
Fc1ccc(C2=Nn3c(Cc4ccccc4F)nnc3SC2)cc1,102,91,0,93,101,0,0[fluorescence artefact?],3,8
COc1cc(Cl)ccc1NC(=O)COc1ccccc1C(=O)N1CCN(c2ccc(O)cc2)CC1,65[fluorescence artefact?],57,-33,85,92,4,21[fluorescence artefact?],4,10
O=S(=O)(Cc1ccccc1)N1CCC(c2nc(-c3cccs3)no2)CC1,123,76,0,96,82,8,21[fluorescence artefact?],-10,33
COc1cccc(CNC(=O)c2nnn(-c3ccc(OC(F)(F)F)cc3)c2N)c1,106,108,-7,101,103,4,-11,-1,-2
COC(=O)C(C(=O)NCC1CCCO1)C1CCCCCC1 (stereo not drawn),99,83,25,100,97,5,20,-7[fluorescence artefact?],11
CC(C)(C)c1cc(NC(=O)CCSc2nnc3ccccn23)cc(C(C)(C)C)c1,139,53,9,46*,46,-3,-2,8[fluorescence artefact?],-3
O=C(Cc1cn2ccsc2n1)OCc1nc2ccccc2s1,37[fluorescence artefact?],100,4,103,100,5,64*[fluorescence artefact?],12,64*
Cc1ccc2cc(CN(Cc3cccs3)C(=O)c3ccco3)c3nnnn3c2c1C,107,88,.,94,86,4,1,-2,-3
CCOC(=O)C1(C(=O)O)NC(=O)CC1c1ccccc1 (stereo not drawn),106,84,8,102,96,2,-9,-3,-5
N=c1c2c(-c3ccccc3)c(-c3ccccc3)oc2ncn1CCCN1CCOCC1,108,46,-5,79,8.9*,5,-3,7,-7

# Part of the list above, with bars between the fields:
structure | ERa coact pot | H69AR inhibit | sEH act | Fibroblast inh | HUVEC prolif 384 | Calb biofilm kill | ERb coact inh | Smad3 inh | ERa SRC1 inh
Cc1ccccc1NC(=O)C1CCN(c2cnccn2)CC1 | 131 | 90 | 5 | 102 | 92 | 4 | -15[fluorescence artefact?] | -13 | -10
O=C1C(=O)N(CCO)C(c2ccccc2)/C1=C(\O)c1ccccc1 (stereo not drawn) | 154[fluorescence artefact?] | 102 | . | 106 | 108 | -1 | -5 | -8 | -11
COC(=O)c1ccccc1NC(=O)C1CC(=O)N(C2CCCCC2)C1 (stereo not drawn) | 131 | 93 | . | 103 | 106 | 4 | -13 | 2 | -9
O=C1CC(c2ccncc2)c2cc3c(cc2N1)OCCO3 (stereo not drawn) | 105 | 93 | -1 | 103 | 84 | -3 | -6 | 5 | -1
Cc1ccccc1C(=O)Nc1cccc(C#N)c1 | 105 | 96 | -2 | 101 | 99 | 11 | 16 | -15 | 19
